High-throughput results from PubChem.
Mdm2-MdmX inh: inhibitors of human Mdm2/MdmX interaction; SaOS-2 split-luciferase Mdm2/MdmX complementation, luminescence; inhibition, % at 8 µM; 330,000 compounds, 3% hits;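 active = inhibition of at least 50% at 8 µM in the primary screen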
CCR6 antagonist: antagonists of human CCR6 receptor; P51684; CHO-K1 CCR6 PathHunter beta-arrestin, luminescence, CCL20-stimulated; inhibition, % at 20 µM; 340,000 compounds, 0.49% hits; AID 493098;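 active = compounds whose inhibition of the agonist-driven luminescence signal at 20 µM reaches about 50%, limit read from the data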;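 also: cells stimulated with CCL20 at 14 nM final; plate controls were DMSO with CCL20 for no effect and DMSO without agonist for full effect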
Target sequence (P51684 whole entry, looked up): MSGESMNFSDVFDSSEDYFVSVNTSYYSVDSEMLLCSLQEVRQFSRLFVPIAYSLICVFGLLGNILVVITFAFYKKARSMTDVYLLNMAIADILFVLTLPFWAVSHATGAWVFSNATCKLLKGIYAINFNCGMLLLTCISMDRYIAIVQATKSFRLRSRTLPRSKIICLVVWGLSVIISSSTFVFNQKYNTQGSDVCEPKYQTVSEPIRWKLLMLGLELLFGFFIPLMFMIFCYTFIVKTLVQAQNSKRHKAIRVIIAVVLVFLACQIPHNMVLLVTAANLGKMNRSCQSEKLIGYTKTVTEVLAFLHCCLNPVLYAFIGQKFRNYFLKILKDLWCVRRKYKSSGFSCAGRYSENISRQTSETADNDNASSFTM
EBI2 antag: EBI2 (human) antagonism. EBI2 beta-arrestin recruitment, luminescence, 7a,25-OHC stimulated. inhibition, % at 5 µM. 360,000 compounds, 0.81% hits; in the data active = inhibition above about 38%;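 also: enzyme fragment complementation signal reports receptor beta-arrestin coupling in cells; 0% = agonist plus DMSO wells and 100% = wells without agonist; some results beyond the cut were filed as inactive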
Target sequence (P32249 whole entry, looked up, the tested form may be a part): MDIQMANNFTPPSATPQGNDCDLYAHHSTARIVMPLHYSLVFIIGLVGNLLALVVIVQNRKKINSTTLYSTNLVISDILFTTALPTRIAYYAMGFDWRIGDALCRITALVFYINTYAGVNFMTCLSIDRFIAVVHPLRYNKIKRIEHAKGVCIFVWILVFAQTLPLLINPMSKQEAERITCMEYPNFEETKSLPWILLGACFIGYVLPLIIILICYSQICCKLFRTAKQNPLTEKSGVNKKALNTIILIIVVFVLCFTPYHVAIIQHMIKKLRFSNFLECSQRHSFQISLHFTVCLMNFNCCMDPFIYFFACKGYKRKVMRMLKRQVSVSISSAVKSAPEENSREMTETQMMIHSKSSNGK
697 NFkB inh: inhibitors of the PMA/ionomycin-induced NF-kB reporter in 697 B cells | 697 B-cell NF-kB luciferase reporter, 16 h | inhibition, % at 4 µM | 330,000 compounds, 0.33% hits | AID 435022; in the data active = inhibition above about 35%
XBP1 UPR activ: activators of adaptive arm of unfolded protein response (XBP1); 330,000 compounds, 0.33% hits; activation, % at 20 µM; CHO-XBP1 luciferase reporter, IRE1-XBP1 UPR activation, luminescence; percent of tunicamycin response, DMSO as zero;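 active = versus positive control, 20 µM dose yields 30% or more activation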;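 also: 100% = tunicamycin at 10 µg/mL and 0% = DMSO only wells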
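Material: IRE1-XBP1 luciferase reporter CHO line / Quantity: one thousand reporter cells per well / Buffer or medium: F12 with 10% serum / Compound: 20 µM single concentration, DMSO 1% / Times: 6 h treatment, 37 °C / Detection: Steady-Glo luciferase glow luminescence, 10 min after reagent addition / Benchmarks: tunicamycin high, DMSO low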
Gli-Sufu antag: Gli-Sufu pathway antagonism; Sufu-KO-LIGHT fibroblasts, Gli luciferase reporter luminescence; inhibition, % at 5 µM; 340,000 compounds, 0.74% hits; AID 588413;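 active = inhibition above about 55%, limit read from the data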;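 also: 0% = DMSO-treated cells and 100% = wells with medium but no cells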
Jurkat NFkB inh: lowers PMA/ionomycin-induced NF-kB signal in Jurkat cells | PMA/ionomycin-induced NF-kB luciferase reporter, luminescence | inhibition, % at 4 µM | 330,000 compounds, 0.53% hits | AID 435003; in the data active = inhibition above about 50%
UPR CHOP act: activators of apoptotic arm of unfolded protein response (CHOP); CHO-CHOP luciferase reporter, UPR activation, luminescence; percent of tunicamycin response over DMSO baseline; activation, % at 10 µM; 330,000 compounds, 0.34% hits; AID 449763;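 active = at 10 µM dose, activation of 40% or more, normalized to positive control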;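 also: 100% = tunicamycin at 10 µg/mL and 0% = DMSO alone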
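assay system = CHO CHOP reporter cells | amount = 500 CHO-CHOP cells per well | buffer or medium = F12 with 10% FBS | incubation = 16-18 h cell attachment, then 6 h compound exposure, 37 °C | detection = luminescence read with Steady-Glo | read-out = percent activation relative to tunicamycin control | controls = tunicamycin high control, DMSO low control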
CXCR6 block: inhibitors of human CXCR6 receptor | O00574 | CHO-K1 PathHunter CXCR6 beta-arrestin, luminescence | inhibition, % at 20 µM | 360,000 compounds, 0.36% hits; in the data active = inhibition above about 34%, passing the limit was not always enough;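 also: antagonist mode with CXCL16 agonist at 10 nM final; 0% = 10 nM CXCL16 with DMSO and 100% = unstimulated wells without agonist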
Target sequence (O00574 whole entry, looked up): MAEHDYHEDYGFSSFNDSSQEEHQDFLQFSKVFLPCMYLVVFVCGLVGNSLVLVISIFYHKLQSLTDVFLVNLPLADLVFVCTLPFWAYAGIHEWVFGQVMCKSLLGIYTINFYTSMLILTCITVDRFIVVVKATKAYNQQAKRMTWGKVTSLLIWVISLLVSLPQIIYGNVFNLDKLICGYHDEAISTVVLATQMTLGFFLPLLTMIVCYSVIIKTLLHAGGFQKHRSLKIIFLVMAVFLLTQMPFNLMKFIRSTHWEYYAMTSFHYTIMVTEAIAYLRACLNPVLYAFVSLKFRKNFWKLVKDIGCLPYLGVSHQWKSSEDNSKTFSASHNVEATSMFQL
* = called active by the depositor; i = inactive; · = no result given.

SMILES	Mdm2-MdmX inh	CCR6 antagonist	EBI2 antag	697 NFkB inh	XBP1 UPR activ	Gli-Sufu antag	Jurkat NFkB inh	UPR CHOP act	CXCR6 block
CCOC(=O)C1CCCN(CC(=O)NC2=Nc3ccccc3N=C(C)C2c2ccccc2)C1 (stereo unspecified)	25	12	10	14	0	8	-14	-1.1	6
COc1ccc(C(C)C)cc1S(=O)(=O)NCC1CCCO1 (stereo unspecified)	11	-2	1	-4	-1	-7	3	-0.3	3
COc1ccc(S(=O)(=O)NCCC(=O)N2CCCC2)cc1N(C)S(C)(=O)=O	10	-1	-6	19	-5	-2	-8	-1.3	-1
CC1(c2nnc(Cc3ccccc3)o2)CC(c2cccc([N+](=O)[O-])c2)=NO1 (stereo unspecified)	-4	2	-2	10	-4	-7	16	0.2	-1
COc1ccc2nc3oc(C(=O)NCCCOC(C)C)cc3cc2c1	-4	15	7	-6	-7	3	-2	0.7	2
CCOc1ccc(NC(=O)CN(C)C(=O)c2cn3ccccc3n2)cc1OCC	5	2	0	17	1	5	9	-0.3	-4
COc1ccc(-n2nc(C(=O)c3cccs3)cc(-c3nc4ccccc4[nH]3)c2=N)cc1	98*	-11	53*	-147	-2	98*	-7	4.6	10
O=C(NCC(c1cccnc1)N1CCN(c2ccc(F)cc2)CC1)OCc1ccccc1 (stereo unspecified)	6	7	6	1	5	3	3	-1.9	3
COc1ccc(CNC(=O)CN(Cc2ccccc2)S(=O)(=O)c2ccc(Cl)cc2)cc1	-2	10	27	-10	-3	6	-9	-0.3	11
COc1ccccc1N1CCN(C2CCCN(C(=O)c3ccsc3)C2)CC1 (stereo unspecified)	4	-5	0	0	-1	15	2	-0.1	2
CCn1ncc(Br)c1C(=O)Nc1cc(C)cc(C)c1	10	0	0	-7	1	0	12	3.3	-8
Cc1[nH]c2ccc(C(C)C)cc2c1CC(=O)O	15	14	-1	-8	-1	4	-10	-0.1	6
CN(Cc1ccc(Cl)cc1Cl)C(=O)CNC(=O)c1ccc2c(c1)OCO2	-26	14	6	10	-2	-10	-7	1.3	-1
COCCN(C(=O)Cn1nnc2ccccc21)C(C(=O)NC1CCCCC1)c1ccc(OC)cc1OC (stereo unspecified)	-26	8	-7	-6	-2	4	-10	-1.7	1
CCOC(=O)CC1=CSC2=NS(=O)(=O)CCN12	-22	-14	-9	-7	-7	-18	5	0.3	-5
Cc1nnc(SCCc2ccccc2)[nH]c1=O	-4	14	0	18	1	-3	-8	1.0	-4
CCCCN(CCCC)NC(=O)c1ccccc1	15	2	7	0	1	12	9	0.7	5
Cc1ccccc1NC(=O)CN1C(=O)N/C(=C\c2ccc(N3CCOCC3)c(F)c2)C1=O	-1	4	-4	-12	2	-14	6	0.5	-8
CN(C)c1ccc(P(=O)(Nc2ccc([N+](=O)[O-])cc2)N2CCOCC2)c(NC(=O)c2cccs2)c1 (stereo unspecified)	1	-2	15	-14	-1	1	-1	0.1	5
Cc1cccc(NC(=O)CCN2CCCCC2)c1	-20	-4	-4	3	-1	13	5	1.2	5
CCOc1ccc(NC(=O)CCC(=O)N/N=C/c2ccc3c(c2)OCO3)cc1	22	3	5	4	0	-8	-2	0.1	-10
COc1ccc2nc(C)cc(N/N=C/c3ccccc3)c2c1	100*	26	1	-28	14	16	38	12	4
COc1cc(C)c(Cl)c(C)c1S(=O)(=O)NCc1ccc2c(c1)OCO2	15	21	5	-9	-1	-21	1	-1.2	2
O=C(COC(=O)c1ccc([N+](=O)[O-])s1)Nc1ccccc1	-2	9	-8	19	-2	-2	-5	-0.5	-9
CC(C)c1ccc(C(=O)NN2CCOCC2)cc1	15	15	-2	16	-4	-2	-2	1.0	5
CN(C)C(CNc1ccc(C(N)=O)cc1[N+](=O)[O-])c1ccccc1 (stereo unspecified)	3	15	1	18	-1	4	3	0.4	4
COc1ccc(/C=C(/NC(=O)/C=C/c2ccccc2)C(=O)NCCCCCC(=O)O)cc1	7	7	-6	-1	1	1	-4	0.0	-1
CCOc1ccc(NC(=O)/C(C#N)=C/c2ccc(N3CCCC3)c(C)c2)cc1	·	3	-71	·	·	-1	·	·	6
CC(NC(=O)CN1CCN(c2ccccc2F)CC1)c1ccccc1 (stereo unspecified)	13	5	4	5	-5	8	7	1.9	-4
CCOC(=O)N1CCN(C(=O)CSC2=NS(=O)(=O)c3cc(F)ccc3N2)CC1	8	-3	-6	14	0	0	5	0.8	-1
Cc1cc(=O)oc2cc(OCC(=O)NCCc3c[nH]c4ccc(F)cc34)ccc12	33	3	16	-7	-3	3	15	0.3	-1
CN(C(=O)c1cccc(NC(=O)Cc2ccc(NC(=O)C3CCN(C(=O)c4ccccc4)CC3)cc2)c1)C1CCC1	·	6	-2	·	·	-2	·	·	5
C/C(=C\c1ccco1)C1C(C#N)=C(N)Oc2n[nH]c(-c3ccc(C)cc3)c21 (stereo unspecified)	-4	16	8	-39	3	-5	-6	-0.5	-10
CC(C)c1c(C(=O)N/N=C2\CCc3ccccc32)nnn1-c1nonc1N	31	5	6	14	1	0	6	1.0	7
O=S(=O)(c1ccc(-n2cnnn2)cc1)N1CCN(c2ccccc2F)CC1	3	12	-4	-23	-5	19	7	-0.2	-1
CC(C)c1nnc(NC(=O)CSc2nnc(-c3ccco3)o2)s1	13	-5	-7	-4	0	1	-10	-1.6	-2
CN(CC(=O)Nc1cccc(F)c1)C(=O)c1csc2c1CCCC2	1	15	3	-21	-1	-5	-16	-0.6	0
O=C(OCc1c(F)cccc1Cl)c1cnc(Cl)c(Cl)c1	14	23	16	15	1	-7	6	3.4	21
CN(Cc1ccccc1)C(=O)CCC1CCN(C(=O)CC2=CCCCC2)CC1	-13	8	-2	-8	0	6	7	3.5	11
CCOC(=O)c1sc(NC(=O)C2C3C=CC(C3)C2C(=O)O)nc1C (stereo unspecified)	3	-1	-6	28	-1	7	2	0.6	-4

Reprinted from the part before: 3 entries; new compounds follow.
SMILES	Mdm2-MdmX inh	CCR6 antagonist	EBI2 antag	697 NFkB inh	XBP1 UPR activ	Gli-Sufu antag	Jurkat NFkB inh	UPR CHOP act	CXCR6 block
O=C(OCc1c(F)cccc1Cl)c1cnc(Cl)c(Cl)c1	14	23	16	15	1	-7	6	3.4	21
CN(Cc1ccccc1)C(=O)CCC1CCN(C(=O)CC2=CCCCC2)CC1	-13	8	-2	-8	0	6	7	3.5	11
CCOC(=O)c1sc(NC(=O)C2C3C=CC(C3)C2C(=O)O)nc1C (stereo unspecified)	3	-1	-6	28	-1	7	2	0.6	-4
Cc1cc(NC(=O)CSc2nc3ccccc3n2CC(C)C)no1	3	13	-4	3	-5	9	11	-2.2	8
CCC(=O)Nc1cccc(NC(=O)CSc2nnnn2C2CCCC2)c1	17	4	-17	9	0	4	-6	-1.8	3
CCNC(=O)NC(=O)C(C)Oc1ccc(C(=O)OC)cc1 (stereo unspecified)	8	13	-3	18	4	2	6	1.4	0
CCOC(=O)Nc1ccc(C(=O)/C=C/c2ccccc2)cc1	31	21	63*	24	0	-2	-6	5.8	-3
COc1ccc(NC(=O)c2ccccc2)cc1NS(=O)(=O)c1ccc(F)cc1	18	-2	2	2	-4	-3	-13	0.4	2
CCN(C(=O)CN1C(=O)S/C(=C\c2ccccc2OC)C1=O)C1CCS(=O)(=O)C1 (stereo unspecified)	8	9	-4	11	0	-16	-7	-0.1	-1
O=C(NCc1ccccc1Br)c1ccc2c(c1)OCCO2	11	0	0	-5	-5	6	-3	1.4	19
Cc1nnc(N/N=C\c2ccc(-c3ccccc3[N+](=O)[O-])o2)n1N	·	14	5	·	·	-22	·	·	-7
O=[N+]([O-])c1ccc(C[n+]2cccc3c4ccccc4ccc32)cc1	19	9	-8	2	6	22	11	-0.7	4
N#C/C(=C\c1c(N2CCOCC2)nc2ccccn2c1=O)S(=O)(=O)c1ccccc1	-6	18	8	0	3	1	-3	-0.7	17
N#Cc1ccccc1OCC(=O)Nc1c(C(=O)C2CC2)oc2ccccc12	2	0	25	-2	2	3	3	4.4	-1
COc1ccc(/C=N/NC(=O)c2ccc(Cl)cc2)cc1Cn1cc(Cl)cn1	41	0	30	-2	-4	7	-4	1.5	-2
NNC(=O)CN1C(c2cccc(Cl)c2)=Nc2ccc(Br)cc2C1c1ccccc1 (stereo unspecified)	9	1	13	-13	-1	8	-22	1.6	-4
O=c1[nH]nc(C(F)(F)F)c2nnn(Cc3ccccc3Cl)c12	-5	-2	-5	17	5	2	-1	2.4	6
COc1ccc(NS(=O)(=O)c2cccc(C(=O)NCC(c3ccc(OC)cc3)N3CCOCC3)c2)cc1 (stereo unspecified)	2	7	12	20	0	-8	2	-1.2	1
COc1ccc(CCNC(=O)CCn2cccc2)cc1OC	-34	-4	4	-4	1	-11	2	1.3	3
O=C1CCCc2c1nc(-c1ccccc1F)n2O	-46	13	-3	14	0	-16	-4	0.2	0
ClCc1csc(-c2ccc(Cl)cc2)n1	-1	2	-9	-38	2	14	-15	6.0	-9
COc1ccc(C2NC(=S)NC(C)=C2C(=O)N2CCOCC2)cc1 (stereo unspecified)	4	9	-5	2	-4	-2	0	0.0	-4
CC(CC(=O)Nc1nccs1)c1ccccc1 (stereo unspecified)	-21	-2	-7	1	23	8	-2	-0.4	11
CCc1nnc(NC(=O)CSc2ncnc3scc(-c4ccc(C)cc4)c23)s1	4	8	10	20	-2	3	-3	-1.7	6
CC(=O)c1ccc(NC(=O)CCOc2cc(C)ccc2C)cc1	-1	14	3	-34	-3	-23	-26	3.8	11
O=C1NC(Cc2ccccc2)c2nc3ccc(Cl)cc3c(=O)n2-c2ccc(Cl)cc21 (stereo unspecified)	-7	·	·	-2	1	·	-2	-1.1	·
O=C(O)C1CCCN1C(=O)C1CCN(S(=O)(=O)c2cccc(C(F)(F)F)c2)CC1 (stereo unspecified)	-14	5	-14	-16	-3	-8	5	-0.9	4
CN(C)S(=O)(=O)c1ccc(C(=O)Nc2ccc(OCC(=O)N3CCOCC3)cc2)cc1	28	2	-7	-17	4	-10	-7	-2.2	-7
COc1cc(C(=O)NCCc2ccc(S(N)(=O)=O)cc2)cc(OC)c1OC	2	-4	-7	16	-1	5	9	0.5	-8
O=C(Nc1ccnn1C1CCN(C2CCCCC2)CC1)c1ccccc1	7	-2	-4	12	-6	-13	-2	0.9	2
C=C(C(=O)c1ccccc1)C(C(=C)C(=O)c1ccccc1)c1ccc(OC)cc1	98*	21	25	i	0	14	56*	62*	11
O=C(Nc1ccon1)c1ccc2c(c1)OCO2	10	4	-22	-23	2	-18	-12	1.0	-6
CSCC[C@H](NC(=O)NC1CCCC1)C(=O)O	-12	9	0	17	-2	0	-3	1.2	-2
COCCn1c(SCC(=O)Nc2ccc(OC)cc2)nc2c(oc3ccccc32)c1=O	99*	·	·	12	21	·	-6	3.3	·

An excerpt of these results, as a markdown table:
| canonical_smiles | Mdm2-MdmX inh | CCR6 antagonist | EBI2 antag | 697 NFkB inh | XBP1 UPR activ | Gli-Sufu antag | Jurkat NFkB inh | UPR CHOP act | CXCR6 block |
| --- | --- | --- | --- | --- | --- | --- | --- | --- | --- |
| COCCn1c(SCC(=O)Nc2ccc(OC)cc2)nc2c(oc3ccccc32)c1=O | 99* | · | · | 12 | 21 | · | -6 | 3.3 | · |
| CCOC(=O)Nc1ccc(C(=O)/C=C/c2ccccc2)cc1 | 31 | 21 | 63* | 24 | 0 | -2 | -6 | 5.8 | -3 |
| CCOc1ccc(NC(=O)CN(C)C(=O)c2cn3ccccc3n2)cc1OCC | 5 | 2 | 0 | 17 | 1 | 5 | 9 | -0.3 | -4 |
